Screens: PubChem BioAssay, several laboratories
Diaph inh CS: diaphorase inhibitors and chemical oxidizers, primary screen, counter-screen for diaphorase-coupled primary assays, biochemical, uHTS, resorufin fluorescence; diaphorase resazurin-to-resorufin fluorescence, NADH, 16 min; bacterial (C. kluyveri) enzyme, not human; inhibition, % at 20 µM; hit rate 0.69% among 190,000; AID 1217, 2008;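 active = primary screen inhibition at 20 µM above a set limit, cut at about 50% in these data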;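 also: plate controls were DMSO with full reaction for no effect and wells lacking NADH for full effect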
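System: Bacterial diaphorase enzyme (C. kluyveri) | Incubation: 16-min room-temperature incubation before reading | Benchmarks: No-NADH positive control and DMSO neutral control | Measured by: Resorufin fluorescence 544/590 nm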
APP 5UTR inh: inhibitors of APP translation via 5'UTR reporter, primary screen, APP 5'UTR luciferase, SH-SY5Y cells | AID 1285, 2008 | SH-SY5Y APP 5'UTR-luciferase reporter, luminescence | hit rate 0.82% among 190,000 | inhibition, % at 2 µM;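 active = inhibition above a set limit, derived from the sample mean plus 3 SD, cut at about 45% in these data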; also: values of inactives mirror those of a sister screen read the other way
Hsp70 activator: Hsp70 transcriptional activators, primary screen, cell-based, HeLa, Hsp70 promoter luciferase, luminescence, 10 µM; HeLa Hsp70 promoter luciferase reporter; scaled: vehicle 0, proteasome-inhibitor control 100%; AID 1203, 2008; hit rate 0.04% among 200,000; activation, % at 10 µM;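 active = activation above the mean across all tested compounds plus 3 SD, cutoff set per campaign, cut at about 5.5% in these data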;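 also: 100% = MG132 at 30 µM as the positive control and 0% = DMSO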
G6PDH counter: L. mesenteroides G6PDH inhibitors, counter-screen for G6PDH-coupled screening assays, biochemical, Leuconostoc mesenteroides enzyme; glucose-6-phosphate dehydrogenase [Leuconostoc mesenteroides]; Purified L. mesenteroides G6PDH, diaphorase/resazurin coupled fluorescence, 45 min; hit rate 0.12% among 200,000; inhibition, % at 5 µM; in the data active = inhibition above about 50%
TLR4 MyD88 comp: inhibitors of TLR4-MyD88 association in cells, primary screen, cell-based, HeLa CL3-4, BLA complementation, FRET ratio. HeLa CL3-4 TLR4/MyD88 BLA complementation. inhibition, % at 8.4 µM. hit rate 0.18% among 200,000. AID 861, 2007; in the data active = inhibition above about 25%;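 also: 0% = vehicle and 100% = reference inhibitor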
Target sequence (O00206 whole entry, looked up): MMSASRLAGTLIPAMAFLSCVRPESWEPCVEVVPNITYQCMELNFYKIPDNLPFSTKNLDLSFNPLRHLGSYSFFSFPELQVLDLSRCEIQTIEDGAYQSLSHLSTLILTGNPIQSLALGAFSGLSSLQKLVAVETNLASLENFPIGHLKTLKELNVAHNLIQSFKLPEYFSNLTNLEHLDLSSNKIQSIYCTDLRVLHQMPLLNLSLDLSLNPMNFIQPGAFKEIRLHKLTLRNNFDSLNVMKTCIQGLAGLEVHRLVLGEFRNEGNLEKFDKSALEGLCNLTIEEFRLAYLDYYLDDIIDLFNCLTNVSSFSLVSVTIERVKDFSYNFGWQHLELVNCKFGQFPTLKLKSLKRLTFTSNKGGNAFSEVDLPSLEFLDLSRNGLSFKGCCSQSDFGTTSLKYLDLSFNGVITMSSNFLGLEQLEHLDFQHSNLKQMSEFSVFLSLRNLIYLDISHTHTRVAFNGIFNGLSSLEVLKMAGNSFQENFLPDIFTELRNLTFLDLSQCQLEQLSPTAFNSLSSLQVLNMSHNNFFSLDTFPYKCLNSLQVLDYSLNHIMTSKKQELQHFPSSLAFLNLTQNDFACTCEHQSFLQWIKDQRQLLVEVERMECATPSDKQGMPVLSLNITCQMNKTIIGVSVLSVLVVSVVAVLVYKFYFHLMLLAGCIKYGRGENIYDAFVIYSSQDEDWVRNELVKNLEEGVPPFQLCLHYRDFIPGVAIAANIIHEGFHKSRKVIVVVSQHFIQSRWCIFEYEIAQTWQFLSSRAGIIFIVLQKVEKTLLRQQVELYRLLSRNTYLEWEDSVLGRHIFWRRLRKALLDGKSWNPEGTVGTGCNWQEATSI
Target sequence (Q99836 whole entry, looked up): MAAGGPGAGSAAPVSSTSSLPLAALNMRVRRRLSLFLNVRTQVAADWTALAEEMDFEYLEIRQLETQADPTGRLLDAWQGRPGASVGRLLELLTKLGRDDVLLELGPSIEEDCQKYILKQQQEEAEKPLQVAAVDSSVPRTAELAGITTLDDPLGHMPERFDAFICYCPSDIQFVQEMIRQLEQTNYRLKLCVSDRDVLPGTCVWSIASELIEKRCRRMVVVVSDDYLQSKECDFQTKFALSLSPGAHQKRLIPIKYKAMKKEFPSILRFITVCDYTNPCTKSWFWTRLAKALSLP
STAT3 inh: IL-6 driven STAT3 reporter inhibitors, primary screen, U3A cells, luciferase, luminescence, MLSCN library; hit rate 0.89% among 190,000; IL-6 STAT3-luciferase reporter; host cell line lacks STAT1; AID 862, 2007; inhibition, % at 5.5 µM;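 active = inhibition above the mean inhibition across all screened compounds plus 3 SD, cut at about 44% in these data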;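 also: 0% = DMSO only wells and 100% = 100 µM nifuroxazide control wells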
STAT1 blocker: STAT1 signaling inhibitors, primary screen, cell-based, HTS, luciferase reporter; hit rate 0.35% among 200,000; NIH 3T3 STAT1-luciferase reporter, IFN-gamma, luminescence; inhibition, % at 5.5 µM;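 active = inhibition above a set limit, the mean inhibition across all tested compounds plus 3 SD, cut at about 34% in these data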;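 also: 0% = IFN-gamma with DMSO and 100% = IFN-gamma with 300 µM nifuroxazide; values of inactives mirror those of a sister screen read the other way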
Diaph act CS: compounds boosting diaphorase resazurin reduction – biochemical, uHTS, resorufin fluorescence, counter-screen for diaphorase-coupled primary assays, primary screen; Diaphorase/resazurin coupled assay, 16 min; active compounds read high; 1 = vehicle wells, 0 = NADH-free wells; activation factor at 20 µM; hit rate 0.005% among 190,000; AID 1229, 2008;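 active = diaphorase activity raised at least twofold by the compound at 20 µM; inactive = activation factor below 2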
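Test system: Clostridium kluyveri diaphorase, purified enzyme; input: enzyme 0.07 U/mL final; buffer or medium: 50 mM HEPES pH 7.4 with 4.542 mM MgCl2, 0.005% Tween 20; also added: 0.114 mM NADH and 0.1 mM resazurin, final amounts; schedule: 16 min enzyme reaction, ambient temperature; technique: fluorescence of resorufin, 544 nm excitation, 590 nm emission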
STAT3 act: IL-6 driven STAT3 reporter potentiators, primary screen, U3A cells, luciferase, luminescence, MLSCN library. IL-6 STAT3-luciferase reporter; 100% = signal with IL-6 EC80 alone. activation (% of control), % at 5.6 µM. hit rate 0.91% among 190,000. AID 871, 2007;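 active = activation above the screen-wide mean of compound activation plus 3 SD, cut at about 130% in these data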;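 also: 0% = background luminescence of wells with medium and substrate only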
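Detection: reporter luminescence signal / Assay system: STAT1-lacking human U3A cells, STAT3 luciferase reporter / Incubation: compound pre-incubation 1 h before IL-6, then 6 h stimulation at 37 °C / Control set: IL-6-only high control / Read-out: % activation relative to IL-6 control / Probe or stimulus: Interleukin-6, 33 ng/mL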
STAT1 act: STAT1 signaling activators, primary screen, cell-based, HTS, luciferase reporter; NIH 3T3 STAT1-luciferase reporter, IFN-gamma, luminescence; 100% = IFN-gamma alone, no compound; activation (% of control), % at 5.5 µM; hit rate 2.6% among 200,000; AID 932, 2007;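 active = activation above the screen-wide mean activation plus 3 SD, cut at about 130% in these data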;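 also: raw ratio to IFN-gamma control signal so 100% means no change and 0% no light; values of inactives mirror those of a sister screen read the other way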
An asterisk follows results filed as active; / = no result given.

[1] CC(=O)Nc1ccc(S(=O)(=O)NNC(=O)COc2ccc(C(C)(C)C)cc2)cc1
[2] CN1C(=O)CC2(CC(=O)N(Cc3ccccc3)C2)C1=O (centres undefined)
[3] CCCCSC(=O)Nc1ccccc1
[4] CC(OC(=O)Cc1coc2ccc3ccccc3c12)C(=O)Nc1ncc(Cl)cc1Cl (centres undefined)
[5] CCCCNC(=S)NNC(=O)c1cccnc1
[6] Cc1c(NC(=O)C2(c3ccccc3)CCOCC2)c(=O)n(-c2ccccc2)n1C
[7] CC(C)(C)C(=O)[C@@H]1[C@@H]2C(=O)N(c3ccc4c(c3)OCCO4)C(=O)[C@@H]2C2c3ccccc3C=CN21 (some centres undefined)
[8] CCCC(=O)Nc1ccc(NC(=O)CCc2ccccc2)cn1
[9] CCN(CCO)Cc1csc2ccccc12
[10] Cc1nn(Cc2ccccc2)c(N)c1C#N
Compound	1	2	3	4	5	6	7	8	9	10
STAT1 blocker	3	1	-20	9	-3	6	-5	-5	2	2
Diaph act CS	0.9	1.1	0.9	0.8	1	0.9	0.8	0.9	0.9	0.9
G6PDH counter	4	3	5	10	-2	14	20	9	16	1
STAT3 inh	5	6	0	-2	0	3	18	3	5	4
Diaph inh CS	12	-12	6	17	4	13	23	13	13	9
STAT3 act	96	99	106	104	103	101	91	102	95	102
TLR4 MyD88 comp	-2	12	-3	-19	-5	11	17	-2	3	-3
Hsp70 activator	-0.4	0.1	0.2	-0.4	0.2	0.3	-0.1	-0.1	-0.2	-0.3
STAT1 act	97	97	120	92	103	95	105	105	98	99
APP 5UTR inh	14	0	-5	-9	7	-3	0	-4	2	1

Arranged by formula weight (lowest first): 3 of the compounds above.
[2] CN1C(=O)CC2(CC(=O)N(Cc3ccccc3)C2)C1=O (centres undefined)
[4] CC(OC(=O)Cc1coc2ccc3ccccc3c12)C(=O)Nc1ncc(Cl)cc1Cl (centres undefined)
[7] CC(C)(C)C(=O)[C@@H]1[C@@H]2C(=O)N(c3ccc4c(c3)OCCO4)C(=O)[C@@H]2C2c3ccccc3C=CN21 (some centres undefined)
Compound	2	4	7
STAT1 blocker	1	9	-5
Diaph act CS	1.1	0.8	0.8
G6PDH counter	3	10	20
STAT3 inh	6	-2	18
Diaph inh CS	-12	17	23
STAT3 act	99	104	91
TLR4 MyD88 comp	12	-19	17
Hsp70 activator	0.1	-0.4	-0.1
STAT1 act	97	92	105
APP 5UTR inh	0	-9	0

Back to the main list; the 4 compounds before the break are reprinted first.
[7] CC(C)(C)C(=O)[C@@H]1[C@@H]2C(=O)N(c3ccc4c(c3)OCCO4)C(=O)[C@@H]2C2c3ccccc3C=CN21 (some centres undefined)
[8] CCCC(=O)Nc1ccc(NC(=O)CCc2ccccc2)cn1
[9] CCN(CCO)Cc1csc2ccccc12
[10] Cc1nn(Cc2ccccc2)c(N)c1C#N
[11] CC(=O)N(Cc1cccnc1)c1cccc(-c2nc3ccccc3s2)c1
[12] CC(C)(C)C1=Nn2c(nnc2-c2ccco2)SC1
[13] O=C(N=C1SCC(=O)N1c1ccccc1Cl)c1ccccc1
[14] CCOC(=O)c1sc2cc([N+](=O)[O-])cc(SCC(C)C)c2c1N
[15] CCC(C)(C)NC(=O)C(OC(=O)c1cc2sccc2n1C)c1ccc(OC)cc1 (centres undefined)
[16] CCOC(=O)c1c(NC(=O)c2cccs2)sc(CC)c1-c1cccs1
[17] CCCCCCn1c(N2CCC(C(N)=O)CC2)nc2c1c(=O)[nH]c(=O)n2C
[18] N#CC1=C(O)CCCn2c1nc1ccccc1c2=O
[19] CCN(CC)c1ccc(NC(=O)c2cncc(Br)c2)cc1
[20] CC(C(=O)N1CCOCC1)c1ccc([N+](=O)[O-])cc1 (centres undefined)
Compound	7	8	9	10	11	12	13	14	15	16	17	18	19	20
STAT1 blocker	-5	-5	2	2	9	10	-27	6	11	1	-4	2	-16	10
Diaph act CS	0.8	0.9	0.9	0.9	1.1	0.8	0.9	0.8	0.9	0.8	1	0.8	0.8	0.9
G6PDH counter	20	9	16	1	12	14	-7	2	7	0	6	1	-25	-7
STAT3 inh	18	3	5	4	19	15	12	-3	2	18	5	-1	10	5
Diaph inh CS	23	13	13	9	-13	19	7	18	11	20	-1	21	21	9
STAT3 act	91	102	95	102	87	89	92	102	101	90	99	105	95	96
TLR4 MyD88 comp	17	-2	3	-3	-2	4	-14	0	-8	-2	12	0	12	8
Hsp70 activator	-0.1	-0.1	-0.2	-0.3	-0.3	-0.1	0.1	0.0	-0.1	0.0	-0.2	0.3	0.1	-0.2
STAT1 act	105	105	98	99	89	91	125	95	90	99	104	98	115	91
APP 5UTR inh	0	-4	2	1	2	8	-75	1	-4	9	1	-4	-48	-17

[21] Cc1ccc(-c2nc(CS(=O)CC(=O)NCCC(C)C)c(C)o2)cc1 (centres undefined)
[22] O=C(CN1C(=O)CC(c2ccccc2)S(=O)(=O)c2ccccc21)NC1CCCC1 (centres undefined)
[23] Cn1nc(-c2ccc(OCC(N)=O)cc2)c2ccccc2c1=O
[24] COc1ccc(C(=O)/C=C/c2cccs2)c(OC(=O)N2CCOCC2)c1
Compound	21	22	23	24
STAT1 blocker	1	2	-8	-1
Diaph act CS	0.7	0.9	0.9	0.9
G6PDH counter	6	4	2	-9
STAT3 inh	14	1	-7	4
Diaph inh CS	26	10	9	8
STAT3 act	96	101	106	99
TLR4 MyD88 comp	-7	-7	-5	-1
Hsp70 activator	-0.2	-0.2	0.1	-0.2
STAT1 act	100	97	107	100
APP 5UTR inh	/	-1	-3	4
